# Hsp70 inhibitors – Hsp70 inhibitors, probe displacement, primary screen, biochemical, fluorescence polarization (AID 583) | 140,000 tested, 0.06% active | displacement, % at 20 µM; hits with a dose series show IC50 in µM | Hsp70 fluorescence polarization probe displacement, mP; higher % means a stronger effect; in the data active = displacement above about 50%;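 also: plate controls were vehicle for no effect and reference ligand for full effect; a part of the inactive calls stands beside numbers as strong as those of hits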
# MKP-3 inhibition – MKP-3 phosphatase inhibitors, primary screen, biochemical, rat enzyme, in vitro (AID 425) | recombinant MKP-3 phosphatase activity, fluorescence; higher % means a stronger effect | one-dose inhibition, % at 20 µM; IC50 in µM for titrated hits | 110,000 tested, 0.17% active; in the data active = inhibition above about 50%;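 also: plate controls were vehicle for no effect and reference inhibitor for full effect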
# An asterisk follows results filed as active; · = no result given; & = joins results of further samples. These rows are one share of the data, so the mix of outcomes need not match the whole.
Hsp70 inhibitors | MKP-3 inhibition | canonical_smiles
-3.3% | -1.3% | CCC(=O)N1CCc2cc(Br)cc(S(=O)(=O)NCC3CCCO3)c21 (centres undefined)
-3.1% | 2.2% | CCOC(=O)c1c(C)nc(C(Cl)(Cl)Cl)nc1N
-2.5% | 12.4% | CC(C)c1ccc(N2C(=O)NC(=O)/C(=C/c3ccc(I)o3)C2=O)cc1
1.9% | -1.4% | Cc1cc(C)c2oc(-c3cccc(NC(=O)c4ccccc4C)c3)nc2c1
0.4% | -4.8% | Cc1ccc(S(=O)(=O)N(C)CC(=O)NC2CCCC2)cc1
4.5% | 2.3% | CCn1cc(C(=O)NN)c(=O)c2cc(F)c(N3CCCCC3)cc21
-1.3% | -7.5% | Cn1nc(-c2ccc(C(=O)N3CCN(c4ccccc4)CC3)cc2)c2ccccc2c1=O
-0.6% | -14.7% | Cc1ccc(-c2noc(C3CCN(S(=O)(=O)c4ccc5c(c4)OCCO5)CC3)n2)o1
-0.3% | -9.0% | CC1CCCN(C(=O)Cn2nnc(-c3cccnc3)n2)C1 (centres undefined)
3.1% | · | O=C1OC(c2ccccc2)=N/C1=C\N1CCCCC1
· | -5.4% | O=C(NC(C(=O)c1ccccc1)n1cnccc1=O)c1ccccc1 (centres undefined)
-19.9% | -8.8% | COC(=O)C1=C(N)Oc2cc(N(C)C)ccc2C1c1ccccc1OC (centres undefined)
6.6% | 0.2% | Cc1ccc(OCC(=O)Nc2nnn(C)n2)c(C)c1
0.9% | 2.5% | COc1ccc(Cl)cc1C(=O)Nc1ccc(I)cc1Cl
-4.7% | · | N#C/C(=C1\C(=O)Nc2c(Cl)cc(Cl)cc21)c1nnc2n1CCCCC2
1.8% | 3.5% | O=C1N=c2ccc(Br)cc2=C1c1sc(=O)n(-c2cccc(Cl)c2)c1S
-1.3% | -7.4% | O=C(c1ccco1)N1CCN(C(=O)c2cccc3c2C(=O)N(C2CCCCC2)C3)CC1
1.9% | -0.4% | CCOc1cc(/C=N/n2c(C)nnc2C)ccc1O
6.1% | -3.2% | CSc1nc(-c2ccco2)nn1S(=O)(=O)c1ccc(C)cc1
8.1% | -9.4% | CCOC(=O)N1CC=C2C(C#N)=C(N)C(C#N)(C#N)[C@H](c3ccsc3)[C@H]2C1
11.0% | -7.8% | CCOc1ccc(-c2nnc(-c3cccs3)o2)cc1OCC
-5.7% | 0.8% | Cn1cc(/C=C2/SC(=S)N(c3cccc(Cl)c3)C2=O)c2ccccc21
-1.0% | -5.8% | Cn1c(=O)c2c(nc(N3CCCCC3)n2CCSc2nc3ccccc3s2)n(C)c1=O
-8.8% | · | O=c1[nH]cnc2[nH]ncc12
-0.6% | -0.2% | O=C(Nc1ccc2c(c1)OCO2)c1cnc2n(c1=O)CCS2
-2.5% | · | O=c1[nH]c(SCc2n[nH]c(=S)n2-c2ccccc2)nc2sc3c(c12)CCC3
1.1% | 4.3% | Cc1cc(C)c(NC(=S)NC(NC(=O)c2ccccc2)C(Cl)(Cl)Cl)c(C)c1 (centres undefined)
1.9% | -1.9% | O=C(NCC1CCCO1)c1cccc(N2CCCC2=O)c1 (centres undefined)
5.3%&3.1% | 0.8%&2.6% | O=C(c1cccs1)N1CCN(C2CCN(Cc3ccccc3)CC2)CC1
-3.0% | -9.8% | CC(=O)C1=C(O)C(=O)N(CCC(=O)O)C1c1cccc(F)c1 (centres undefined)
2.4% | 1.2% | COc1ccc(-c2c(Cc3ccccc3)[nH]n3c(=O)c4c(nc23)CCC4)cc1
-3.0% | · | CC(=O)Nc1ccc(S(=O)(=O)NC(C(=O)O)C(C)C)cc1 (centres undefined)
-2.0% | 1.6% | O=C(CNC(=O)c1cccc(Cl)c1)N/N=C/C=C/c1ccccc1
1.9% | -0.3% | COc1ccc(C2Nc3ccccc3C(=O)N2Cc2ccco2)cc1CSc1nc2ccccc2s1 (centres undefined)
0.4% | · | Cc1cc(NC(=O)c2cc(-c3ccccc3)on2)no1
-1.4% | 0.6% | COc1ccc(N=C2C(=O)Nc3ccccc32)cc1
4.1% | 3.5% | CS(=O)(=O)N1CCN(C(=O)c2cccs2)CC1
14.4% | -0.8% | CCOC(=O)c1ccccc1NC(=O)Nc1ccc(OC)c(OC)c1
2.6% | 1.4% | O=C(O)CSCCn1cccn1
-3.5% | -2.5% | OC1(c2cccc(C(F)(F)F)c2)CCN(c2ncnc3c2[nH]c2ccc(F)cc23)CC1
6.6% | -0.1% | O=C(Nc1ccc(S(=O)(=O)Nc2nccs2)cc1)c1cncc(Br)c1
-1.1% | -2.7% | COc1cc(/C=C2\C=C(c3ccc(Br)cc3)OC2=O)ccc1OC(C)=O
0.7% | -0.1% | CCOC(=O)C1(Cc2ccc(O)cc2)NC(c2ccco2)C2C(=O)N(c3ccccc3F)C(=O)C21 (centres undefined)
-3.0% | -5.4% | Cn1c(N)c(C(=O)NCc2ccccc2Cl)sc1=S
· | 5.9% | Cc1ccc(C(=O)CSC2=C(C#N)C(c3ccco3)C3=C(CC(C)(C)CC3=O)N2)cc1 (centres undefined)
-0.4% | -0.3% | CC(C)NC(=O)C(=O)NN=C1CCCC1
-0.4% | -12.0% | Cc1cccc(NC(=O)COc2nsnc2N2CCOCC2)c1
3.2% | 2.8% | CCN(CC)C(=O)c1sc(NC(=O)c2ccc(F)cc2)c(C(=O)OC(C)C)c1C
-3.8% | -5.7% | O=c1[nH]c(N2CCc3ccccc32)nc2c1CCCC2
2.2% | -1.1% | Cc1nc(C)c(C(=O)C2=C(O)C(=O)N(CCN3CCOCC3)C2c2ccco2)s1 (centres undefined)

# The list goes on:
Hsp70 inhibitors | MKP-3 inhibition | canonical_smiles
-1.8% | -3.7% | CCOc1ccc(/C=C/C(=O)c2cccc(Br)c2)cc1
-3.0% | 4.6% | CCOC(=O)C1CCN(C(=O)CCn2c(=O)[nH]c3ccsc3c2=O)CC1
-5.7% | -1.4% | CCOc1cc(OCC)cc(C(=O)Nc2ccc(Cl)c(NC(=O)c3ccco3)c2)c1
0.4% | 10.1% | O=C(/C=C/c1cccc([N+](=O)[O-])c1)Nc1cccc(F)c1
-2.7% | 3.0% | O=C(O)C1CC(O)CN1C(=O)Oc1ccccc1 (centres undefined)
-5.7% | 2.2% | N#C/C(=C/c1ccccc1)C(=O)Nc1ccc(Cl)c(Cl)c1
-1.6% | · | Cc1ccc(C(=O)NC2CC3CCC(C2)N3Cc2ccco2)cc1 (centres undefined)
-2.8% | · | O=S(=O)(Nc1cccnc1)c1cccc(Cl)c1
12.9% | 0.4% | CN1/C(=C\C=N\Nc2ccc([N+](=O)[O-])cc2)C(C)(C)c2ccccc21
4.6% | -0.2% | O=C(Nc1ccc(Cl)c(C(F)(F)F)c1)c1cccc(Br)c1
6.8% | -10.6% | COc1ccc(C(c2sc3nc(C)nn3c2O)N2CCN(CCO)CC2)cc1OC (centres undefined)
1.5% | 0.5% | Cc1ccc(NC(=O)C2CCCN(S(=O)(=O)c3cnc[nH]3)C2)cc1C (centres undefined)
-4.4% | -0.4% | CCOC(=O)CNC(=O)C(CO)NC(=O)OCc1ccccc1 (centres undefined)
0.8% | · | C/C(=N\OC(=O)c1cccc(Cl)c1)c1sc(C)nc1C
-1.2% | 2.1% | Cc1c(C(c2ccc(C(=O)O)cc2)c2c(C)n(C)n(-c3ccccc3)c2=O)c(=O)n(-c2ccccc2)n1C
-1.9% | -3.9% | CC12COC3(C(=O)Nc4cccnc4)CC1CCC32C (centres undefined)
-1.7% | · | Cn1c(=O)c2c(nc(SCCN3CCOCC3)n2Cc2ccccc2)n(C)c1=O
-7.8% | -2.1% | O=C1COc2ccc(OCc3ccc(F)cc3)cc21
4.6% | 0.1% | O=C(COc1cccc2ccccc12)NCc1cccnc1
2.7% | · | O=C(COc1cccc2cccnc12)N/N=C1\SCC(=O)N1Cc1ccco1
-4.9% | -8.3% | CCc1cc2c(=O)c(-c3nc4ccccc4n3C)coc2c(CN2CCOCC2)c1O
-5.6% | 1.9% | Nc1ncn(-c2ccc(Cl)cc2)c1C(=O)c1ccc([N+](=O)[O-])cc1
2.7% | 2.7% | O=C(c1ccc(=O)oc1)N1CCOCC1
-1.4% | 2.4% | CC(=O)Nc1ccc(N2C(=O)/C(=C/c3ccc([N+](=O)[O-])cc3)C=C2c2ccccc2)cc1
-5.2% | -6.1% | CC(=O)Nc1ccc2nc(-c3ccccn3)[nH]c2c1
9.9% | · | COc1cccc(NC(=O)CCNC(=O)Cn2ccc3ccccc3c2=O)c1
1.9% | 2.7% | C/C(O)=C\C(N)=N/c1nc(C)cc(C)n1
-4.4%&3.6% | -1.6%&4.2% | N#CC1=C(N)Oc2cc(N)ccc2C1C1CC=CCC1 (centres undefined)
-4.1% | -5.0% | O=C(Nc1ccc2nn(-c3ccccc3)nc2c1)c1ccc2c(c1)OCCO2
9.8% | -3.2% | CC1CCCCC12NC(=O)N(CC(=O)NCCc1ccccn1)C2=O (centres undefined)
3.5% | -2.5% | COc1ccc(C(c2nnnn2Cc2cccs2)N2CCN(c3ccc(F)cc3)CC2)cc1OC (centres undefined)
0.0% | 1.0% | Cc1ccc(OCCOc2ccc(/C=N/n3cnnc3)cc2)cc1
-5.0% | -1.4% | O=C(O)CNC1=NCCCCC1
-2.7% | 1.0% | COc1ccc(N/C(N)=N\c2nc(C)cc(C)n2)c(OC)c1
0.1% | 4.0% | CCc1ccc(OCC(=O)Nc2ccc(OC(F)(F)F)cc2)cc1
-3.6% | -1.8% | N#C/C(=C\c1cn(CC(=O)Nc2ccccc2)c2ccccc12)c1nc2ccccc2[nH]1
-2.4% | · | CCOc1ccccc1C(=O)Nc1nnc(COC)s1
-6.2% | 2.2% | O=C(NC(=S)Nc1ccc(-c2nc3ccccc3o2)cc1)c1ccco1
1.5% | · | O=C(Nc1cc(F)ccc1F)C1CCCO1 (centres undefined)
36.3% | 5.3% | C=CCc1cc(/C=C2/C(=O)NC(=O)N(c3ccccc3)C2=O)cc(OC)c1O
5.3% | 0.3% | O=C(NC1CCCC1)C(c1ccccc1)N(C(=O)c1ccno1)c1cccnc1 (centres undefined)
7.1% | -7.0% | Cc1cc2nc3c(nc2cc1C)C1(C(=O)O)CCC3(C)C1(C)C (centres undefined)
-25.2% | · | CCc1ccc(C2=NN(S(C)(=O)=O)C(c3cccs3)C2)cc1 (centres undefined)
0.3% | · | CCc1ccccc1NC(=O)C1CC(c2ccc(F)cc2)=NO1 (centres undefined)
0.1% | 15.3% | NC(=O)C1CCN(C(=O)N2c3ccccc3Sc3ccccc32)CC1
-4.2% | · | CCN1CNC(=S)N(c2cc(C)ccc2C)C1
-1.0% | -4.0% | CCOC(=O)c1c(NC(=O)CSc2nc3c(c(=O)n(C)c(=O)n3C)n2CC)sc(C)c1C
-2.3% | -1.4% | O=C(CSc1nnc(-c2ccc(Br)cc2)o1)OCc1ccccc1
7.2%&0.6% | -5.3%&-2.6% | O=C(N1CCOCC1)C(F)(F)C(F)(F)C(F)(F)C(F)(F)C(=O)N1CCOCC1
-1.2% | -0.9% | CCOc1ccccc1NC(=O)c1ccc(CN(c2ccccc2)S(C)(=O)=O)cc1

# Additional records:
Hsp70 inhibitors | MKP-3 inhibition | canonical_smiles
2.5% | 0.4% | O=C(CC1SC(=Nc2ccccc2)N(c2ccccc2)C1=O)Nc1cccc(Cl)c1 (centres undefined)
-2.0% | · | Cc1ccccc1OCC(O)Cn1nnc2ccccc21 (centres undefined)
0.2% | · | Cn1c(=O)c2c(-c3ccc(C(C)(C)C)cc3)n(CC3CCCO3)cc2n(C)c1=O (centres undefined)
· | 5.5% | CCCCCSc1nncc(=O)[nH]1
-0.7% | 2.1% | Cc1cc(C)n2c(SCCc3ccccc3)nnc2n1
5.6% | -2.4% | CC(C(=O)N1c2ccccc2Sc2ccc(C(F)(F)F)cc21)N1C(=O)c2ccccc2C1=O (centres undefined)
-6.6% | -9.9% | CCN(CC)c1nc2n(c(=S)n1)CCS2
-1.5% | -7.3% | CC1CCc2c(sc3ncnc(NCCN4CCOCC4)c23)C1 (centres undefined)
3.2% | · | COc1ccc(CC(=O)Nc2nc3ccc(F)cc3s2)cc1S(=O)(=O)N1CCOCC1
-1.8% | · | CCN(CC)CC(O)COCCC12CC3CC(CC(C3)C1)C2 (centres undefined)
-5.8% | 0.7% | CC(C)c1ccc(/C=C2\SC(=S)N(Cc3ccco3)C2=O)cc1
6.2% | -2.2% | COC(=O)c1c(NC(=O)Cc2cccs2)sc(C)c1C
7.7% | · | Cc1sc(NC(=O)CSC2=NCCS2)nc1-c1ccccc1
